Myeloid diff 2 – promotes myeloid progenitor differentiation | ER-HoxA9 myeloid progenitors, lysozyme-GFP differentiation, flow cytometry | actives 1% (n = 360,000) | AID 624256 | calls only at 10 µM;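 active = normalized GFP-positive differentiation at or above the plate's own cutoff, the solvent-only control mean plus 3 SD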;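 note: cells exposed to compound for four days before flow analysis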
T cell modulator – modulates CD8 T cell binding to vesicles. 2C CD8+ T cell-vesicle binding, flow cytometry; active compounds read low. calls only at 7 µM. actives 0.068% (n = 330,000);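 active = response, share of CD8 T cells binding vesicles, and their 90th percentile fluorescence all below set limits, cut at about 80% in these data, passing the limit was not always enough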
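Incubation: binding step 1.5 h, 37 °C, antibody labelling 20 min, ice; system: murine 2C transgenic CD8+ T lymphocytes; technique: cytometric PE anti-B7-1 and Alexa647 anti-CD8 signals after 1% paraformaldehyde fixation; also added: QL9-charged Drosophila Ld/ICAM-1/B7-1 vesicles; control set: naked versus QL9-loaded vesicles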
b-catenin transl – alters nuclear translocation of beta-catenin in HeLa cells; actives 0.3% (n = 190,000); nuclear translocation activity, % at 5 µM; immunofluorescence imaging;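 active = nuclear translocation activity above 50% at 5 µM, with a well cell count of 50 or more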;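 note: per-cell ratio of nuclear to cytoplasmic median beta-catenin stain intensity; plate controls were DMSO negative control for no effect and GSK-3 inhibitor IX positive control for full effect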
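Assay system: human HeLa cells, native beta-catenin; doses: 5 µM primary, 0.02–20 µM confirmation; incubation: compound treatment 24 h, 37°C, 5% CO2; technique: fluorescence imaging of beta-catenin antibody stain plus DAPI; measure: % activation, nuclear-to-cytoplasmic median beta-catenin signal ratio per cell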
WT yeast gro inh – growth inhibition of WT yeast, mitochondrial fusion screen; mitochondrial fusion phenotypic screen, WT strain; inhibition, % at 10 µM; actives 2.1% (n = 190,000); AID 1362; in the data active = inhibition above about 58%; tested in S. cerevisiae
MgcRacGAP inhibition – MgcRacGAP GTPase-activating activity inhibitors, confirmation, biochemical, ADP Hunter fluorescence. actives 0.6% (n = 340,000). MgcRacGAP-stimulated Rac1 GTP hydrolysis, ADP Hunter fluorescence; higher % means a stronger effect; GST-tagged Rac1 F28L mutant substrate. one-dose inhibition, % at 30 µM; IC50 in µM for titrated hits;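 active = first-screen hits whose inhibition reached a set limit at any dose in the follow-up dose series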;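 note: fluorescence reports GDP produced by GAP-driven GTP hydrolysis; strong numbers were not always called active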
SV40 large T antigen – TAg ATPase/helicase activity blockers – biochemical (AID 1903); inhibition, % at 20 µM, or IC50 in µM where a hit was titrated; actives 0.39% (n = 310,000); SV40 large T antigen ATPase/helicase inhibition assay; higher % means a stronger effect; in the data active = a potency from the dose series; note: strong numbers were not always called active
PhoP inhibition – inhibitors of PhoP regulon expression, primary screen, Salmonella Typhimurium, GFP reporter (AID 1863); S. Typhimurium PhoP-regulated promoter GFP reporter, 4 h; higher % means a stronger effect; inhibition, % at 50 µM, or IC50 in µM where a hit was titrated; actives 0.16% (n = 300,000);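 active = inhibition over 29.93%, a cutoff 3 SD above the screen mean, later confirmed by dose response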;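 note: 0% = low Mg2+ inducing control and 100% = high Mg2+ repressing control; strong numbers were not always called active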
West Nile virus CPE – inhibition of WNV-induced cytopathic effect – cell-based, CPE readout (AID 1621). West Nile virus-infected cells, CPE inhibition; higher % means a stronger effect. actives 0.02% (n = 290,000). one-dose CPE inhibition, % at 10 µM; IC50 in µM for titrated hits; in the data active = a potency from the dose series; note: strong numbers were not always called active
RSV CPE inhibition – RSV antiviral activity via CPE protection, HEp-2 cells, primary 10 µM value included (AID 2391); actives 0.13% (n = 310,000); HEp-2 cells, RSV-induced CPE inhibition; higher % means a stronger effect; CPE inhibition, % at 10 µM, or IC50 in µM where a hit was titrated; in the data active = a potency from the dose series; note: strong numbers were not always called active
WT yeast gro inh mutant strain – recorded beside WT yeast gro inh, whose call it bears; inhibition, %; mitochondrial fusion phenotypic screen, mutant strain inhibition
b-catenin transl cell count 5 µM – further read-out of b-catenin transl, marked with its call; cell count; measured here: cell count, cytotoxicity flag
T cell modulator vesicle-bound % – further read-out of T cell modulator, marked with its call; double positive events, %; measured here: CD8+ vesicle-bound cell fraction;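 binding gate set so that unloaded-vesicle control wells show 10% double positive cells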
Myeloid diff 2 GFP+ MAC1+ % – recorded beside Myeloid diff 2, whose call it bears; GFP+ MAC1+ double positive, %; measured here: differentiation confirmed by MAC1 staining
* = called active by the depositor.

For c1ccc(N2CCN(Cc3ccnc4ccccc34)CC2)cc1 the results were Myeloid diff 2 inactive, T cell modulator inactive, b-catenin transl 0.8, WT yeast gro inh -3, MgcRacGAP inhibition -1%, SV40 large T antigen 19%, PhoP inhibition 1%, West Nile virus CPE -0.7%, RSV CPE inhibition 0.5%, WT yeast gro inh mutant strain -6, b-catenin transl cell count 5 µM 1108, T cell modulator vesicle-bound % 7 and Myeloid diff 2 GFP+ MAC1+ % 7.6.
`COc1ccc(NC(=O)C2C3C=CC(C3)C2C(=O)NCc2ccco2)cc1` (centres undefined) gave Myeloid diff 2 inactive, T cell modulator inactive, b-catenin transl -3.2, WT yeast gro inh -2, MgcRacGAP inhibition 5%, SV40 large T antigen 8%, PhoP inhibition 5%, West Nile virus CPE -0.5%, RSV CPE inhibition -0.7%, WT yeast gro inh mutant strain 6, b-catenin transl cell count 5 µM 1219, T cell modulator vesicle-bound % 26 and Myeloid diff 2 GFP+ MAC1+ % 0.4.
For COC(=O)c1ccc(CNC(=O)COC(=O)c2cc(Cl)nc(Cl)c2)cc1 the results were Myeloid diff 2 inactive, T cell modulator inactive, b-catenin transl 2.3, WT yeast gro inh -4, MgcRacGAP inhibition 1%, SV40 large T antigen -1%, PhoP inhibition -1%, West Nile virus CPE -0.6%, RSV CPE inhibition 2.9%, WT yeast gro inh mutant strain 4, b-catenin transl cell count 5 µM 1083, T cell modulator vesicle-bound % 24 and Myeloid diff 2 GFP+ MAC1+ % 0.9.
For CCNc1nc(NCC)n2c(SCC(=O)NCC3CCCCC3)nnc2n1 the results were Myeloid diff 2 inactive, T cell modulator inactive, b-catenin transl 3.0, WT yeast gro inh 8, MgcRacGAP inhibition 13%, SV40 large T antigen -1%, PhoP inhibition 3%, West Nile virus CPE -0.5%, RSV CPE inhibition 0.8%, WT yeast gro inh mutant strain 19, b-catenin transl cell count 5 µM 1038, T cell modulator vesicle-bound % 50 and Myeloid diff 2 GFP+ MAC1+ % 0.3.
Screening O=C(C1COc2ccccc2O1)N1CCN(Cc2ccc(Br)cc2F)CC1 (centres undefined) returned Myeloid diff 2 inactive, T cell modulator inactive, MgcRacGAP inhibition 10%, SV40 large T antigen -7%, PhoP inhibition 2%, West Nile virus CPE -0.4%, RSV CPE inhibition 0.2%, T cell modulator vesicle-bound % 15 and Myeloid diff 2 GFP+ MAC1+ % 1.1.
`Cn1c(=O)[nH]c(Nc2ccc(F)cc2)c([N+](=O)[O-])c1=O` gave Myeloid diff 2 inactive, T cell modulator inactive, b-catenin transl 6.0, WT yeast gro inh -5, MgcRacGAP inhibition 8%, SV40 large T antigen 5%, PhoP inhibition 1%, West Nile virus CPE 0.3%, RSV CPE inhibition 2.5%, WT yeast gro inh mutant strain -16, b-catenin transl cell count 5 µM 493, T cell modulator vesicle-bound % 26 and Myeloid diff 2 GFP+ MAC1+ % 0.4.
`Cc1cc(Br)c2[nH]cc(CCNC(=O)c3ccco3)c2c1` gave Myeloid diff 2 inactive, T cell modulator inactive, MgcRacGAP inhibition 2%, SV40 large T antigen 11%, PhoP inhibition -5%, West Nile virus CPE 0.5%, RSV CPE inhibition 4.1%, T cell modulator vesicle-bound % 24 and Myeloid diff 2 GFP+ MAC1+ % 1.0.
For CCOC(=O)CSc1nnnn1-c1cc(OC)ccc1OC the results were Myeloid diff 2 inactive, T cell modulator inactive, b-catenin transl 0.3, WT yeast gro inh 10, MgcRacGAP inhibition 11%, SV40 large T antigen 10%, PhoP inhibition -5%, West Nile virus CPE 1.0%, RSV CPE inhibition 0.1%, WT yeast gro inh mutant strain 14, b-catenin transl cell count 5 µM 1115, T cell modulator vesicle-bound % 13 and Myeloid diff 2 GFP+ MAC1+ % 5.7.
Screening O=c1ccccn1CCOc1ccccc1Cl returned Myeloid diff 2 inactive, T cell modulator inactive, b-catenin transl -0.3, WT yeast gro inh -13, MgcRacGAP inhibition -1%, SV40 large T antigen 6%, PhoP inhibition -2%, West Nile virus CPE -0.6%, RSV CPE inhibition 0.4%, WT yeast gro inh mutant strain -13, b-catenin transl cell count 5 µM 947, T cell modulator vesicle-bound % 27 and Myeloid diff 2 GFP+ MAC1+ % 1.0.
For Cc1ccnc2c(N3C(=O)C4C5C=CC(C5)C4C3=O)cccc12 (centres undefined) the results were Myeloid diff 2 inactive, T cell modulator inactive, b-catenin transl -2.6, WT yeast gro inh -13, MgcRacGAP inhibition 0%, SV40 large T antigen 13%, PhoP inhibition -4%, West Nile virus CPE 0.2%, RSV CPE inhibition 2.2%, WT yeast gro inh mutant strain 0, b-catenin transl cell count 5 µM 1125, T cell modulator vesicle-bound % 22 and Myeloid diff 2 GFP+ MAC1+ % 0.8.
For CCCCN(C(=O)CCCc1nc2ccccc2c(=O)[nH]1)c1c(N)n(CC(C)C)c(=O)[nH]c1=O the results were Myeloid diff 2 inactive, T cell modulator inactive, MgcRacGAP inhibition -1%, RSV CPE inhibition -0.8%, T cell modulator vesicle-bound % 41 and Myeloid diff 2 GFP+ MAC1+ % 0.5.
COc1ccc(NC(=O)CSc2nnc(CNC(=O)c3ccco3)o2)cc1 was read as Myeloid diff 2 inactive, T cell modulator inactive, b-catenin transl -0.5, WT yeast gro inh 4, MgcRacGAP inhibition 0%, SV40 large T antigen 10%, PhoP inhibition 1%, West Nile virus CPE -0.1%, RSV CPE inhibition 1.2%, WT yeast gro inh mutant strain 5, b-catenin transl cell count 5 µM 1145, T cell modulator vesicle-bound % 54 and Myeloid diff 2 GFP+ MAC1+ % 0.1.
Screening Cc1ccc(C(=O)N/C(=C/c2ccccc2)C(=O)NC(Cc2ccccc2)C(=O)O)cc1 (centres undefined) returned Myeloid diff 2 inactive, T cell modulator inactive, b-catenin transl -1.0, WT yeast gro inh -8, MgcRacGAP inhibition -1%, SV40 large T antigen 10%, PhoP inhibition 1%, West Nile virus CPE 1.0%, RSV CPE inhibition -0.1%, WT yeast gro inh mutant strain 5, b-catenin transl cell count 5 µM 891, T cell modulator vesicle-bound % 26 and Myeloid diff 2 GFP+ MAC1+ % 0.1.
For O=C(COC(=O)c1ccc(CO)cc1)Nc1ccc(OC(F)F)cc1 the results were Myeloid diff 2 inactive, T cell modulator inactive, b-catenin transl -1.6, WT yeast gro inh -6, MgcRacGAP inhibition 7%, SV40 large T antigen -3%, PhoP inhibition -5%, West Nile virus CPE -0.3%, RSV CPE inhibition -1.6%, WT yeast gro inh mutant strain -7, b-catenin transl cell count 5 µM 1068, T cell modulator vesicle-bound % 59 and Myeloid diff 2 GFP+ MAC1+ % 0.6.
For C=CCN(C(=O)C1=NN(C2CCS(=O)(=O)C2)C(=O)CC1)c1nc(-c2ccc([N+](=O)[O-])cc2)cs1 (centres undefined) the results were Myeloid diff 2 inactive, T cell modulator inactive, b-catenin transl -1.0, WT yeast gro inh 5, MgcRacGAP inhibition 9%, SV40 large T antigen 8%, PhoP inhibition -5%, West Nile virus CPE -1.1%, RSV CPE inhibition 5.0%, WT yeast gro inh mutant strain -8, b-catenin transl cell count 5 µM 1006, T cell modulator vesicle-bound % 6 and Myeloid diff 2 GFP+ MAC1+ % 0.6.
Screening O=C(Nc1ccnn1C1CCN(Cc2ccc(OC(F)F)cc2)CC1)C1CCCC1 returned Myeloid diff 2 inactive, T cell modulator inactive, MgcRacGAP inhibition 9%, SV40 large T antigen 4%, PhoP inhibition 1%, West Nile virus CPE 0.1%, RSV CPE inhibition 3.6%, T cell modulator vesicle-bound % 15 and Myeloid diff 2 GFP+ MAC1+ % 0.5.
For CCCC(=O)O/N=C(\c1ccccc1)c1ccncc1 the results were Myeloid diff 2 inactive, T cell modulator inactive, MgcRacGAP inhibition 4%, SV40 large T antigen 23%, PhoP inhibition -5%, West Nile virus CPE 0.2%, RSV CPE inhibition 1.2%, T cell modulator vesicle-bound % 19 and Myeloid diff 2 GFP+ MAC1+ % 0.6.
For CC1=C(n2ccnc2)CCC1=O the results were Myeloid diff 2 inactive, T cell modulator inactive, MgcRacGAP inhibition 7%, SV40 large T antigen 2%, West Nile virus CPE 0.1%, RSV CPE inhibition -0.6%, T cell modulator vesicle-bound % 12 and Myeloid diff 2 GFP+ MAC1+ % 2.4.
Cc1csc(SCC(=O)Nc2ccccn2)n1 was read as Myeloid diff 2 inactive, T cell modulator inactive, b-catenin transl -0.5, WT yeast gro inh -6, MgcRacGAP inhibition 16%, SV40 large T antigen 3%, PhoP inhibition 8%, West Nile virus CPE 0.1%, RSV CPE inhibition 2.0%, WT yeast gro inh mutant strain 1, b-catenin transl cell count 5 µM 1227, T cell modulator vesicle-bound % 54 and Myeloid diff 2 GFP+ MAC1+ % 0.5.
Screening CC1(C)CC(=O)C2=C(C1)Nc1cc(Cl)ccc1S2 returned Myeloid diff 2 inactive, T cell modulator inactive, b-catenin transl 0.1, MgcRacGAP inhibition 23%, SV40 large T antigen 13%, PhoP inhibition -14%, West Nile virus CPE -0.6%, b-catenin transl cell count 5 µM 1466, T cell modulator vesicle-bound % 41 and Myeloid diff 2 GFP+ MAC1+ % 0.0.
O=C(NC(=S)NCc1ccccc1)c1ccc(Br)o1 was read as Myeloid diff 2 inactive, T cell modulator inactive, MgcRacGAP inhibition 8%, SV40 large T antigen 8%, PhoP inhibition -5%, West Nile virus CPE -0.3%, RSV CPE inhibition 0.7%, T cell modulator vesicle-bound % 68 and Myeloid diff 2 GFP+ MAC1+ % 0.7.

Structural class: those above with two or more sulfur atoms (two)
For C=CCN(C(=O)C1=NN(C2CCS(=O)(=O)C2)C(=O)CC1)c1nc(-c2ccc([N+](=O)[O-])cc2)cs1 (centres undefined) the results were Myeloid diff 2 inactive, T cell modulator inactive, b-catenin transl -1.0, WT yeast gro inh 5, MgcRacGAP inhibition 9%, SV40 large T antigen 8%, PhoP inhibition -5%, West Nile virus CPE -1.1%, RSV CPE inhibition 5.0%, WT yeast gro inh mutant strain -8, b-catenin transl cell count 5 µM 1006, T cell modulator vesicle-bound % 6 and Myeloid diff 2 GFP+ MAC1+ % 0.6.
Cc1csc(SCC(=O)Nc2ccccn2)n1 was read as Myeloid diff 2 inactive, T cell modulator inactive, b-catenin transl -0.5, WT yeast gro inh -6, MgcRacGAP inhibition 16%, SV40 large T antigen 3%, PhoP inhibition 8%, West Nile virus CPE 0.1%, RSV CPE inhibition 2.0%, WT yeast gro inh mutant strain 1, b-catenin transl cell count 5 µM 1227, T cell modulator vesicle-bound % 54 and Myeloid diff 2 GFP+ MAC1+ % 0.5.

Compounds were not picked by outcome; any-hit rate near 3.6%.
